Compound activity deposited in PubChem by several laboratories.
HPDE-C7 viability = cytotoxicity in HPDE-C7 cells, cell-based, fluorescence, HTS (AID 430); HPDE-C7 pancreatic duct cells viability, fluorescence; higher % means a stronger effect; one-dose cytotoxicity, % at 10 µM; EC50 in µM for titrated hits; hit rate 1.8% among 63,000;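 further: cells exposed to compound for 48 hours before viability readout; 0% = vehicle and 100% = reference cytotoxic drug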
DPM-DC inhibit = S. pneumoniae DPM-DC inhibitors, primary screen, biochemical, PK/LDH-coupled NADH fluorescence. AID 556, 2006. purified DPM-DC. calls only at 10 µM. hit rate 0.49% among 65,000;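 active means the 320 compounds with the highest percent inhibition in the single-dose primary screen, excluding strongly autofluorescent ones, cut at about 32% in these data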;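 further: kinetic rate of NADH fluorescence loss reporting ADP formed by the decarboxylase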
LYP inhibition = LYP phosphatase inhibitors, primary screen, biochemical, DiFMUP fluorescence, recombinant catalytic domain, 10 µM (AID 606) | Tyrosine-protein phosphatase non-receptor type 22 (Homo sapiens) | recombinant LYP catalytic domain, DiFMUP fluorescence; higher % means a stronger effect | one-dose inhibition, % at 10 µM; IC50 in µM for titrated hits | 52,000 tested, under 10 active;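 active means IC50 under 40 µM in the dose-response test; inactive means IC50 of 40 µM or more, or never dose-tested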
PMK inhibit = S. pneumoniae PMK inhibitors, primary screen, biochemical, mevalonate pathway, pilot trial included; phosphomevalonate kinase (Streptococcus pneumoniae D39); purified PMK, PK/LDH-coupled NADH absorbance 340 nm; inhibition, % at 10 µM; hit rate 0.49% among 65,000;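 active means top-ranked compounds by inhibition in the single 10 µM screen, taking a fixed number of the strongest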;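 further: 0% = full reaction with DMSO carrier and 100% = background rate without enzyme reaction; no value below 0 was filed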
KRASV12 cytotoxicity = cytotoxicity in KRAS-transformed pancreatic duct cells, primary screen, cell-based, fluorescence, HTS (AID 431) | HPDE-C7K KRASV12 cells, Alamar Blue viability, 48 h; higher % means a stronger effect | hit rate 1.7% among 63,000 | one-dose cytotoxicity, % at 10 µM; EC50 in µM for titrated hits;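 active means compounds whose percent cytotoxicity in the single-dose primary screen, scaled between solvent and toxic-drug controls, exceeds 50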;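 further: 0% = DMSO solvent wells and 100% = doxorubicin-treated wells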
Bfl-1 displacement = Bfl-1 inhibitors, primary screen, biochemical, fluorescence polarization, FITC-Bid, mouse (AID 432); hit rate 0.02% among 64,000; one-dose displacement, % at 20 µM; IC50 in µM for titrated hits; FITC-Bid BH3 peptide fluorescence polarization displacement; higher % means a stronger effect; in the data active means a potency from the dose series; inactive means the rest, 99 in 100 with displacement below about 15%; further: strong numbers were not always called active
Alkaline phosphatase = human TNAP enzyme inhibitors, biochemical, luminescent (AID 518); purified TNAP enzyme, luminescent substrate readout; higher % means a stronger effect; one-dose inhibition, % at 20 µM; IC50 in µM for titrated hits; hit rate 0.09% among 64,000; in the data active means a potency from the dose series; inactive means the rest, 99 in 100 with inhibition below about 22%;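 further: plate controls were vehicle for no effect and reference inhibitor for full effect; many of its hits are not listed in these tables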
HT1080 cytotoxicity = cytotoxicity in HT1080 fibrosarcoma cells, cell-based, fluorescence readout (AID 620); hit rate 0.42% among 87,000; cytotoxicity, % at 10 µM, or EC50 in µM where a hit was titrated; HT1080 viability, fluorescence; higher % means a stronger effect;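 further: cells exposed to compound overnight then 4 h with Alamar Blue; 0% = vehicle DMSO and 100% = killing control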
Spn MK inh = S. pneumoniae MK inhibitors, primary screen, biochemical, PK/LDH-coupled NADH absorbance | mevalonate kinase [Streptococcus pneumoniae D39] | purified MK, PK/LDH-coupled NADH absorbance 340 nm | inhibition, % at 10 µM | hit rate 0.48% among 65,000;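 active means ranked among the strongest by inhibition in the single 10 µM screen, a fixed top-ranked set picked for dose follow-up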; further: no value below 0 was filed
PMK inhibit pilot replicates = second read-out of PMK inhibit, no call of its own (marks repeat the call); inhibition, %; measured here: pilot screen replicates
Spn MK inh pilot replicates = recorded beside Spn MK inh, whose call it bears; inhibition, %; measured here: pilot screen replicates
DPM-DC inhibit pilot screen % = further read-out of DPM-DC inhibit, marked with its call; inhibition, %; measured here: pilot screen trials
* marks the source's active call; other numbers are inactive results; i = inactive; · = not tested or not shown. Unless noted, no stated cut-off is given here; in the data, active means cytotoxicity above about 50%; inactive means the rest. Hits appear at their usual frequency (roughly 3.3% active in at least one column).

SMILES | HPDE-C7 viability | DPM-DC inhibit | LYP inhibition | PMK inhibit | KRASV12 cytotoxicity | Bfl-1 displacement | Alkaline phosphatase | HT1080 cytotoxicity | Spn MK inh | others
COc1ccc(NC(=O)Cn2cccc2)c(OC)c1 | 3% | i | 10% | 4 | -4% | -3% | 8% | -12% | 7
Cn1c(=O)[nH]c(=O)c2c1nc(CN1CCN(Cc3ccccc3)CC1)n2CC(N)=O | -1% | i | 2% | 4 | 3% | 1% | 4% | 0% | 4
Cc1cccc(Cn2c(NCCO)nc3c2c(=O)n(C)c(=O)n3C)c1 | 11% | i | -2% | 0 | 20% | -6% | 6% | 1% | 13
CCOC(=O)Cn1nnc(-c2ccc(SC)cc2)n1 | 10% | i | 5% | 18 | 5% | -3% | 11% | 1% | 9 | PMK inhibit pilot replicates=4.5;Spn MK inh pilot replicates=0.0;DPM-DC inhibit pilot screen %=3.5
CCOC(=O)C1CCCN(C(=O)c2cn(C)c3ccc(S(=O)(=O)N4CCCC4)cc3c2=O)C1 (stereo not drawn) | 6% | i | · | 10 | 0% | 2% | 5% | -4% | 6
CCCOC(=O)Cn1c(=O)c2cc3c(=O)n(CC(=O)OCCC)c(=O)c3cc2c1=O | -26% | i | 9% | 5 | -34% | -4% | 12% | 3% | 7
Cc1ccccc1OCC(O)CN (stereo not drawn) | -8% | i | 3% | 3 | 2% | -1% | 10% | -4% | 11 | PMK inhibit pilot replicates=0.0;Spn MK inh pilot replicates=1.5;DPM-DC inhibit pilot screen %=14
CCCC(=O)N(c1ccc(F)cc1)C1C=CS(=O)(=O)C1 (stereo not drawn) | 0% | i | -2% | 15 | -6% | 1% | 3% | 17% | 5
Cc1noc(NS(=O)(=O)c2ccc(NC(=O)c3cnc4n(c3=O)CCS4)cc2)c1C | · | i | 12% | 14 | · | · | · | 21% | 0
O=C(NCCC1=CCCCC1)c1cnsn1 | -11% | i | 0% | 6 | -4% | -10% | 5% | 0% | 9
CCNC(=O)c1c(C)[nH]c(C(=O)OCC)c1C | -9% | i | · | 14 | -4% | -9% | 4% | 2% | 2
COc1ccc(N(C(=O)c2cccc(OC)c2OC)C2C=CS(=O)(=O)C2)c(OC)c1 (stereo not drawn) | -7% | i | · | 15 | -4% | -5% | 7% | 1% | 9
O=C(NCc1ccccc1)C1CCN(S(=O)(=O)N2CCCCCC2)CC1 | -24% | i | -5% | 19 | -16% | 0% | 11% | -6% | 0 | PMK inhibit pilot replicates=0.0;Spn MK inh pilot replicates=2.0;DPM-DC inhibit pilot screen %=0.0
O/N=C1/CCCSc2ccccc21 | 9% | i | 9% | 8 | -7% | -1% | 5% | · | 4
Cc1ccc2nc(Nc3ccc4[nH]c(=O)[nH]c4c3)c(-n3nc(C)cc3C)nc2c1 | · | i | 19% | 10 | · | · | · | -5% | 6

An excerpt of the results above, as a working copy:
SMILES | HPDE-C7 viability | DPM-DC inhibit | LYP inhibition | PMK inhibit | KRASV12 cytotoxicity | Bfl-1 displacement | Alkaline phosphatase | HT1080 cytotoxicity | Spn MK inh | others
O=C(NCCC1=CCCCC1)c1cnsn1 | -11% | i | 0% | 6 | -4% | -10% | 5% | 0% | 9
CCNC(=O)c1c(C)[nH]c(C(=O)OCC)c1C | -9% | i | · | 14 | -4% | -9% | 4% | 2% | 2
COc1ccc(N(C(=O)c2cccc(OC)c2OC)C2C=CS(=O)(=O)C2)c(OC)c1 (stereo not drawn) | -7% | i | · | 15 | -4% | -5% | 7% | 1% | 9
O=C(NCc1ccccc1)C1CCN(S(=O)(=O)N2CCCCCC2)CC1 | -24% | i | -5% | 19 | -16% | 0% | 11% | -6% | 0 | PMK inhibit pilot replicates=0.0;Spn MK inh pilot replicates=2.0;DPM-DC inhibit pilot screen %=0.0
O/N=C1/CCCSc2ccccc21 | 9% | i | 9% | 8 | -7% | -1% | 5% | · | 4
Cc1ccc2nc(Nc3ccc4[nH]c(=O)[nH]c4c3)c(-n3nc(C)cc3C)nc2c1 | · | i | 19% | 10 | · | · | · | -5% | 6

The listing picks up, starting three compounds before the break.
SMILES | HPDE-C7 viability | DPM-DC inhibit | LYP inhibition | PMK inhibit | KRASV12 cytotoxicity | Bfl-1 displacement | Alkaline phosphatase | HT1080 cytotoxicity | Spn MK inh | others
O=C(NCc1ccccc1)C1CCN(S(=O)(=O)N2CCCCCC2)CC1 | -24% | i | -5% | 19 | -16% | 0% | 11% | -6% | 0 | PMK inhibit pilot replicates=0.0;Spn MK inh pilot replicates=2.0;DPM-DC inhibit pilot screen %=0.0
O/N=C1/CCCSc2ccccc21 | 9% | i | 9% | 8 | -7% | -1% | 5% | · | 4
Cc1ccc2nc(Nc3ccc4[nH]c(=O)[nH]c4c3)c(-n3nc(C)cc3C)nc2c1 | · | i | 19% | 10 | · | · | · | -5% | 6
CS(=O)(=O)N(CC(=O)Nc1ccc2c(c1)OCO2)Cc1ccc(Cl)cc1 | -10% | i | 3% | 0 | -7% | -3% | 12% | 3% | 9 | PMK inhibit pilot replicates=5.5;Spn MK inh pilot replicates=0.0;DPM-DC inhibit pilot screen %=0.5
COCCN(C(=O)CCCC(=O)Nc1ccccn1)C(C(=O)NC1CCCC1)c1ccc(C)cc1 (stereo not drawn) | -21% | i | -4% | 18 | -23% | 4% | -3% | 3% | 0
CCOC(=O)CN1CC23C=CC(O2)C(C(=O)O)C3C1=O (stereo not drawn) | -16% | i | -3% | 0 | 3% | -6% | 5% | -5% | 3
Cc1c(O)nc(SC2CC(=O)N(c3ccccc3)C2=O)[nH]c1=O (stereo not drawn) | -6% | i | 6% | 7 | 1% | -3% | 4% | -5% | 8
CCCCCNC(=O)c1cc(S(=O)(=O)N2CCCCC2)ccc1F | · | i | 13% | 6 | · | -8% | 5% | 5% | 0
CCCCOCCCNC(=O)COc1ccccc1 | 2% | i | 6% | 11 | -4% | -4% | 14% | -1% | 8 | PMK inhibit pilot replicates=5.0;Spn MK inh pilot replicates=0.5;DPM-DC inhibit pilot screen %=0.0
CCOc1cc(OCC)cc(C(=O)Nc2cccnc2)c1 | -2% | i | 7% | 9 | 5% | -2% | 8% | 15% | 4
Cc1cc(C(=O)Nc2ccon2)cs1 | -6% | i | 1% | 6 | -10% | -1% | 0% | 2% | 1
COC(=O)CC1=NC(=O)CS1 | 1% | i | 5% | 0 | 17% | -12% | -1% | 24% | 3
COc1ccc(N2CCN(C(c3cc(OC)ccc3OC)c3nnnn3Cc3ccco3)CC2)cc1 (stereo not drawn) | 13% | i | · | 0 | 18% | -1% | 12% | · | 10
COCCCN=C(c1ccco1)n1c(=S)nc(-c2ccco2)n(CCCOC)c1=S | -5% | i | -6% | 16 | 12% | 4% | 19% | 3% | 10
Cn1c(=O)[nH]c(=O)c2c1nc(N1CCCCCC1)n2CCCSc1nc2ccccc2o1 | -3% | i | · | 8 | 9% | 4% | -5% | 2% | 6 | PMK inhibit pilot replicates=3.0;Spn MK inh pilot replicates=0.0;DPM-DC inhibit pilot screen %=2.0
Cc1nc2ccc(S(=O)(=O)NCC(=O)N3CCC(N4CCCCC4)CC3)cc2s1 | -1% | i | 12% | 4 | -5% | 1% | -1% | 20% | 0
